Source: PubChem
CBFb RUNX1 block = inhibitors of human CBF-beta and RUNX1 interaction; Potency, µM (series often up to 59.8 µM), without a hit: top-dose activity, negative = inhibition, most hits filed as inhibitors; Q01196+Q13951; AlphaScreen CBFb-His/RUNX1-biotin binding, biochemical; 230,000 tested, under 10 active; note: % of control where 0% means no effect
Target sequence (Q01196 whole entry, looked up): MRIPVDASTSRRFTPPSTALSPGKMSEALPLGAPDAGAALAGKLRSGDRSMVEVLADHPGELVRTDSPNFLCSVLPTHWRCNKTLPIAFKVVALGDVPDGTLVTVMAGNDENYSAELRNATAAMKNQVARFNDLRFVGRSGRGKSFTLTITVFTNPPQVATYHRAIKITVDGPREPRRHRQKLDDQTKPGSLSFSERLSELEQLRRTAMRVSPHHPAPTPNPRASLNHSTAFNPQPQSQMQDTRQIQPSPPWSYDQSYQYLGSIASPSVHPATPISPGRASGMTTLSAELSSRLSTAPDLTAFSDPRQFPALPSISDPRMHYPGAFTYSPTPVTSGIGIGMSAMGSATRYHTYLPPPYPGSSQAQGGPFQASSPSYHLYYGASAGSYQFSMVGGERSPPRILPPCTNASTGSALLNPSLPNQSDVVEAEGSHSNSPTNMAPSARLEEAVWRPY
Target sequence (Q13951 whole entry, looked up): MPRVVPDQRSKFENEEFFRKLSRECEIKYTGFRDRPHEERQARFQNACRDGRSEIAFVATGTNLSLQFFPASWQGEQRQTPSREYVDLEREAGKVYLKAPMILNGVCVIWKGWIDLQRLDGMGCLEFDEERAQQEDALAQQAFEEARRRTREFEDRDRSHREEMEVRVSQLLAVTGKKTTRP
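Read-out: AlphaScreen. Format: His-CBF-beta with biotinylated RUNX1 (30 nM each) preincubated 20 min, compound 15 min, Ni-chelate plus streptavidin beads 90 min; room temperature throughout.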
HTT aggregate = mutant huntingtin aggregation inhibition. PC12 HttQ103-GFP aggregates, Acumen cytometry, 40 h. AID 1688. Potency, µM (series often up to 46.1 µM), without a hit: at the top dose activity change, negative = inhibition, actives largely listed as inhibitors. 220,000 tested, 1.1% active; note: potency is the fitted concentration of half-maximal effect; % is set by controls: 0 for no effect and ±100 for the full control effect; nearly all actives have a fitted effect of over 60% in size
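Multiplexed with ATP-based cell death, this channel scores GFP aggregates in PC12 cells expressing inducible HTTex1-Q103-GFP. Induction used 100 nM tebufenozide; compounds were tested in concentration series.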
HTT cytoprotect = cytoprotection in Huntington HTT-Q103 PC12 cell model; 230,000 tested, 0.14% active; PC12 HTT-Q103 induced, cytoprotection, ATP luminescence, 40 h; AID 1471; Potency, µM (top dose mostly 56.4 µM), for the others: cytoprotection (ATP increase), hits mostly activators;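 note: potency is the fitted concentration of half-maximal effect; % of control where 0% means no effect; nearly all actives have a fitted effect of over 45% in size; toxic huntingtin expression switched on by the ecdysone agonist tebufenozide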
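Compounds were screened for protection of PC12 cells against cell death after tebufenozide induction (100 nM final) of mutant Huntingtin exon 1 (Q103) fused to GFP.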
IMPase Li cell = IMPase inhibition in cells with lithium potentiation; Potency, µM (doses to about 59.4 µM), for the others: top-dose activity, negative = IMPase inhibition, usual class: inhibitors; 210,000 tested, 0.35% active; CHO-M1 cells, IP1 TR-FRET (IP-One), carbachol + lithium;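 note: IP1 builds up when IMPase is blocked and the TR-FRET signal falls; potency is the fitted concentration of half-maximal effect; plate controls were basal vehicle for no effect and high inhibitor control for full effect; nearly all actives have a fitted effect of over 50% in size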
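Readout is a homogeneous TR-FRET IP1 immunoassay (Ex 320, Em 665 and 620), where raised cytosolic IP1 lowers signal. Cells were CHO-M1 treated 30 min at 37C with test compounds plus a little lithium; AC50 values came from Hill-equation fitting.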
Lamin A splicing = changes lamin A minigene splicing in HeLa cells. 200,000 tested, 0.01% active. Potency, µM (top dose mostly 46.1 µM), inactives show at the highest dose ratio change, negative = inhibition, actives largely listed as inhibitors. HeLa LMNA splicing GFP/RFP minigene ratio, 48 h. AID 1487; active = well fitted inhibition curve with a large enough effect in the signal ratio, with a control signal flat, not every such curve was filed as active; inconclusive = small, poorly fitted or top-dose-only effect, or effect the other way, or a change in a side signal; the % refers to the signal ratio; note: potency is the fitted concentration of half-maximal effect; % is set by controls: 0 for no effect and ±100 for the full control effect
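S3 HeLa stable clones carrying a lamin A-EGFP splicing minigene plus DsRed2 were seeded at 600 cells/well in Opti-MEM with 2% FBS, pin-dosed and incubated 48 h at 37°C. Acumen cytometry (488 nm) gave the GFP/RFP total-intensity ratio.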
SMN2 splice enh = SMN2 splice variant enhancement; HEK293 SMN2-luciferase splicing reporter, luminescence, 30-36 h; Potency, µM (top dose mostly 46.1 µM), for the others: top-dose activity change, positive = activation, actives largely listed as activators; 210,000 tested, 2.8% active; AID 1458; note: potency is the fitted concentration of half-maximal effect; % of control where 0% means no effect; nearly all actives have a fitted effect of over 55% in size
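HEK293 cells carry an SMN2 […]–luciferase reporter in which exon 7 inclusion puts luciferase in frame. Cells were plated 10-12 h before compound addition, then incubated 30-36 h at 37C. ONE-Glo luminescence was read; sodium butyrate at 4.5 mM final served as control.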
KinaseGlo FLuc = blocks Kinase-Glo luciferase, a counter-screen artifact | Q27757 | Kinase-Glo luciferase, ATP luminescence, 8 min | Potency, µM (top dose mostly 38.3 µM), for inactives: top-dose activity change, negative = inhibition, usual class: inhibitors | 200,000 tested, 0.28% active | AID 1379; note: potency is the fitted concentration of half-maximal effect; % is set by controls: 0 for no effect and ±100 for the full control effect; nearly all actives have a fitted effect of over 60% in size
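Compounds were added to a substrate mix at pH 7.2 (50 mM imidazole, 10 uM ATP, within the enzyme's linear range), followed by Kinase-Glo detection reagent; luminescence was measured after 8 minutes at ambient temperature.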
* = called active by the depositor; u = inconclusive; x = no result given; [ ] = another dose, or the depositor's remark. Unless noted, calls come from the whole dose curve; as a rule, active = well fitted curve in the direction sought with a large enough effect; inconclusive = small, poorly fitted or top-dose-only effect, or another doubt; inactive = no such curve, though single readings can be large; an effect the other way counts as inactive or inconclusive.

compound	CBFb RUNX1 block	HTT aggregate	HTT cytoprotect	IMPase Li cell	Lamin A splicing	SMN2 splice enh	KinaseGlo FLuc
CN(C)c1ccc(C(CNC(=O)c2ccc(C#N)cc2)c2c[nH]c3ccccc23)cc1 (stereo not given)	x	-15%	25%[10 µM]	6%	-8%	-12%	-1%
CCOc1ccc(NC(=O)COC(=O)c2cccnc2)cc1	5%	-11%	-1%[10 µM]	4%[38.3 µM]	2%	4%	-1%
Cc1ccc(C(O)c2nc3ccccc3n2C(C)C)cc1 (stereo not given)	2%	-7%	40%	19%[38.3 µM]	u	-7%	5%
CCOC(=O)N1CCN(C(=S)Nc2cccc(C)c2C)CC1	5%	u	u	x	-11%	x	x
CC1(Cc2cn(CCC#N)c3ccccc23)OCCO1	1%	-4%	6%	-3%[38.3 µM]	5%	-11%	-1%
COc1cc2[nH]c(=S)n(NC(=O)c3ccccc3)c(=O)c2cc1OC	4%	-6%	9%	-23%[38.3 µM]	11%	17%	-5%
CCCCCC(=O)N/N=C(\C)c1ccc(N2CCCCC2)cc1	0%	-3%	-24%[10 µM]	2%	19%	5%	2%
O=C1NC(c2ccccc2)CCC1(Cl)Cl (stereo not given)	2%	0%	x	-8%	5%	0%	1%
COCCCNC(=O)CN(c1cccc(Cl)c1)S(C)(=O)=O	3%	0%	7%	9%[38.3 µM]	7%	5%	5%
O=C(CN1CCN(C(=O)c2cccs2)CC1)Nc1ccc(Br)cc1	10%	8%	13%[10 µM]	-3%	-15%	-19%	1%
O=C(NC12CC3CC(CC(C3)C1)C2)c1ccc(-c2ccc(Cl)cc2)o1	1%	-30%	x	9%	u	16µM*	2%
Clc1cccc(Cl)c1-c1noc(-c2ccno2)n1	14%	-2%[9.22 µM]	9%[10 µM]	x	x	x	x
Nc1nnnn1N=C1CCCCC1	9%	-1%	19%	-17%[38.3 µM]	-1%	-15%	3%
COC(=O)c1ccc(COc2ccc(-c3nnn(CC(=O)NC(C)(C)C)n3)cc2)cc1	11%	5%	x	1%	u	14µM*	-1%
Cc1noc(C)c1-c1ccc2ncnc(NC3CC3)c2c1	x	x	-55%[inhibitor]	5%	u	7.9µM*	-3%
O=C(NC(=S)N1CCCCCC1)c1ccc(Cl)cc1Cl	12%	-16%	-21%	2%	x	x	4%
O=c1c2ccccc2nc(/C=C/c2c[nH]c3ccccc23)n1CCO	-1%	11%[9.22 µM]	37%[10 µM]	20%	u	x	5%
CCOC(=O)c1ccc(NC(=S)Nc2ccc3[nH]c(=O)[nH]c3c2)cc1	11%	-6%[9.22 µM]	12%[10 µM]	x	x	x	x
CCn1c(=O)c(C(=O)NCCCO)c(O)c2ccccc21	-2%	0%	-16%	-10%[38.3 µM]	18%	-42%[inhibitor]	-1%
Cc1ccc(-n2c(N)c(C(=O)N3CCN(C)CC3)sc2=S)cc1	-3%	-27%	-4%[0.074 µM]	17%[38.3 µM]	-2%	-6%	1%
CCOC(=O)N1CCN(c2cc(NCCO)c([N+](=O)[O-])c3nonc23)CC1	-10%	15%	-7%[10 µM]	2%	u	5%	-1%
COc1ccc(-c2nc(NC(=O)C3CC(=O)N(c4ccc5c(c4)OCCO5)C3)sc2C)cc1 (stereo not given)	-3%	-2%	x	6%	-15%	-74%[inhibitor]	0%
COc1ccccc1-n1c(CNC(=O)c2ccccc2)nnc1SCC(=O)Nc1nnc(C)s1	10%	-3%[9.22 µM]	17%[10 µM]	-5%	x	x	x
Cc1cc(=O)n2nc(N3CCCC(C(=O)NCc4ccc5c(c4)OCO5)C3)sc2n1 (stereo not given)	5%	-4%	4%	18%[38.3 µM]	-3%	35%	1%
O=C(COC(=O)c1ccc(OC(F)F)cc1)NCCCN1CCCC1=O	2%	-7%[9.22 µM]	-3%[10 µM]	x	x	x	x
O=C(CSc1c(Cl)cccc1Cl)N1CCC(c2nc3ccccc3s2)CC1	-1%	11µM*	-53%[inhibitor]	10%[38.3 µM]	u	-36%[inhibitor]	1%
CC(C)OC(=O)c1c(NC(=O)c2cccs2)sc2c1CCCC2	3%	9%	-10%	-3%[38.3 µM]	8%	-4%	-7%
Cc1cc(C)cc(N(CCC(=O)Nc2nnc(C)s2)S(=O)(=O)c2ccc(Cl)cc2)c1	6%	2%	-21%[10 µM]	5%	-7%	-5%[1.84 µM]	-3%
Cc1ccc(NC(=O)c2ccc3c(c2)nnn3C)cc1	10%	1%	x	-4%	0%	26%	1%
O=C(NNC(=O)c1oc2ccccc2c1-n1cccc1)c1ccco1	-3%	13%	-10%	-1%	x	x	5%
CC(C)NS(=O)(=O)c1ccc(NC(=O)NC2CCCCC2)cc1	4%	8%	9%[10 µM]	-3%	-12%	30%	-2%
COc1cccc(N2CCN(CC(=O)NC(=O)NCc3ccco3)CC2)c1	u	-29%	-20%	-6%	x	5%	-4%
O=C(C(c1ccccc1)c1ccccc1)N1CCOCC1	9%	4%	8%	0%[38.3 µM]	7%	26%	13%
COc1ccc(-c2c[n+](CC(=O)c3cccs3)c3n2CCC3)cc1	4%	-17%[9.22 µM]	15%[10 µM]	x	x	x	x
CCN(CC)c1ccc(C=NCCc2ccc(S(N)(=O)=O)cc2)cc1	0%	39%	x	7%	x	-3%	-2%
O=c1c(Br)c(NCc2ccccc2)cnn1-c1ccc(F)cc1	5%	-12%	-38%[inhibitor]	2%	-14%[46 µM]	u	2%
CCc1nc2oc3ccccc3c(=O)c2c(=O)n1CCOC	3%	15%	-20%	-1%[38.3 µM]	-9%	-9%	-2%
COC(=O)c1ccc(NC(=O)C2CCN(C(=O)c3cc(OC)c(OC)c(OC)c3)CC2)cc1	5%	11%	-9%[10 µM]	9%[38.3 µM]	19%	-19%	-3%
Cc1[nH]c2ccccc2c1NC(=O)CN1CCN(Cc2ccc3c(c2)OCO3)CC1	1%	2%	5%[0.074 µM]	10%[38.3 µM]	8%	-1%	1%
CCOC(=O)c1cc2cc(OC)ccc2nc1C	26%	11%	10%[10 µM]	3%	-4%	18%	-1%
C/C(=N\NC(=O)c1c[nH]c2ccccc12)c1ccccn1	u	u	-164%[inhibitor]	0%	u	24%	-7%
CC(=O)C(Cc1ccccc1)NC(=O)CN1CCc2ccccc2C1 (stereo not given)	13%	8%	0%	9%	15%[46 µM]	5%	0%
CC(C)c1ccccc1NC(=O)COC(=O)c1c2c(nc3ccccc13)CCN(Cc1ccccc1)C2	-11%	14%	x	11%	24%	-31%[inhibitor]	2%
COc1ccc(C)cc1NC(=O)C(Sc1nnnn1C)c1ccccc1 (stereo not given)	3%	x	10%[10 µM]	2%	7%[46 µM]	-1%	2%
CNc1nc(-c2ccccc2Cl)nc2ccccc12	x	x	-18%	-5%	-4%	-7%	1%
COc1cccc(CN(c2ccc3c(c2)CCC3)S(=O)(=O)c2ccc(-n3cnnn3)c(OC)c2)c1	2%	-8%	-4%[10 µM]	10%	u	-17%[1.84 µM]	0%
CCOC(=O)C1CCN(S(=O)(=O)c2cccc(-c3cn4cc(Cl)ccc4n3)c2)CC1	-8%	u	-76%[inhibitor][10 µM]	11%[38.3 µM]	-11%	-33%	0%
CCOc1ccccc1NC(=S)N1CCC(NC(=O)C(C)(C)C)CC1	-3%	9%[9.22 µM]	1%[10 µM]	2%	x	-4%	4%
COC(=O)C1=C(C)NC2=C(C(=O)CC(C)(C)C2)C1c1cccc(C)n1 (stereo not given)	-3%	-4%	-10%[10 µM]	4%[38.3 µM]	9%	-7%	0%
O=C1CCCC1C(O)c1ccc2ccccc2c1 (stereo not given)	-5%	x	-8%	17%	x	-3%	-2%
O=C1CCCc2c1nc(-c1ccco1)n2O	-1%	6%	-2%	u	12%	-8%	-1%
CC(C)OC(=O)Nc1ccc2c(c1)N(C(=O)CCN1CCOCC1)c1ccccc1CC2	0%	-5%[9.22 µM]	0%[10 µM]	17%	u	-1%	-2%
CCOC(=O)CCCCC(=O)c1[nH]c(=O)[nH]c1Cn1ccnc1	3%	14%	20%	7%[38.3 µM]	4%	35%	3%
O=C(CO/N=C/c1ccc(OC(F)F)cc1)NC1CCCCCC1	6%	3%	-6%	7%	u	-8%	0%
COc1ccc(C(=O)Cc2cnn(-c3ccccc3)c2)c(O)c1	8%	-18%	-3%	23%[38.3 µM]	-12%	18µM*	16%
CC1(C)OC(=O)C(=CNCC(=O)NCC(=O)O)C(=O)O1	-3%	0%	19%	17%[38.3 µM]	4%	3%	-2%
O=C(NC(=S)Nc1cccnc1)c1cc2ccccc2o1	-7%	8%	x	3%	3%	x	-11%
NC(=O)CSc1nnc(-c2cc3ccccc3o2)n1Cc1ccccc1	7%	9%	10%[0.074 µM]	25%[38.3 µM]	-3%	x	4%
O=C1OCCN1CCNCc1cn(-c2ccc(F)cc2)nc1-c1ccccc1Cl	-3%	-3%[9.22 µM]	6%[10 µM]	17%	u	x	-1%
C=CCNC(=S)NNC(=O)CC12CC3CC(CC(C3)C1)C2	4%	1%[9.22 µM]	1%[10 µM]	x	x	x	x

(continued)
compound	CBFb RUNX1 block	HTT aggregate	HTT cytoprotect	IMPase Li cell	Lamin A splicing	SMN2 splice enh	KinaseGlo FLuc
COc1ccc(CNC(=O)CSc2cc(=O)n(C)c3ccccc23)cc1	6%	-3%	-27%	-14%	x	x	x
COc1cc(OC)cc(C2=NCCN2)c1	9%	28%	2%	11%	u	1%	-1%
CCOc1ccccc1NC(=O)Cn1c(=O)oc2ccccc21	0%	1%[9.22 µM]	-20%[10 µM]	0%	2%[46 µM]	x	-2%
O=C(O)Cc1cccc2c(=O)cc(-c3ccccc3)oc12	x	x	3%[10 µM]	-1%	x	-8%[9.22 µM]	1%[7.66 µM]
Cc1ccc(NS(=O)(=O)c2cc(C(=O)NCc3ccccn3)ccc2Cl)cc1	1%	-6%	-14%	-13%[38.3 µM]	15%	-5%	-1%
CN1C(=O)c2cccc(NC(=O)C3CCCCC3)c2C1=O	2%	-13%	0%	3%[38.3 µM]	7%	0%	-1%
